High-throughput results deposited in PubChem BioAssay by PCMD.
CatL block: blocks human cathepsin L protease activity; AID 460; P07711; purified cathepsin L, fluorogenic substrate, fluorescence; 58,000 tested, 0.17% active; inhibition, %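 (tested at 10 µM)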; in the data active = inhibition above about 45%;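 also: 0% = enzyme with no compound and 100% = no enzyme blank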
Target sequence (P07711 114-288 limits assumed): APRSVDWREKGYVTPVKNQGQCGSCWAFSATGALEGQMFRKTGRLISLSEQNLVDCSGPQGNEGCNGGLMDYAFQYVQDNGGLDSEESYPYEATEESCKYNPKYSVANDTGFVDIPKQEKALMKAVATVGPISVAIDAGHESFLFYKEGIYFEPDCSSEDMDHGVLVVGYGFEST
Target sequence (P07711 292-333 limits assumed): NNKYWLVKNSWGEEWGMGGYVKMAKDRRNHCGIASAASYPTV
AP ELISA ortho: orthogonal test for alternative complement pathway inhibitors; inhibition, % at 5 µM; Human serum alternative complement pathway, LPS-coated ELISA, C3 deposition; tested in compound mixtures; AID 1235; 62,000 tested, 0.08% active;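 active = inhibition above 30% in each of the two pooled mixtures holding the compound, so the lower value exceeds 30%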;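 also: 0% = serum in Mg-EGTA without compound and 100% = EDTA serum blank; some compounds past the cut are filed as inactive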
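Medium: diluted human serum in Mg2+-EGTA GVB++. Assay system: human serum complement alternative pathway, C3 deposition onto LPS. Also added: Plate-bound LPS. Technique: Anti-C3 ELISA, OD 450 nm. Measure: percent inhibition. Incubation: 1 h at 37 °C. Dosing: 5 µM each compound, pools of ten, 50 µM per pool.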
C1s inh: human complement C1s inhibition | purified C1s, fluorogenic AMC substrate, pooled mixtures | mean inhibition % of two 10-compound mixtures (stronger effect = higher value), % at 5 µM (by protocol) | 62,000 tested, 0.16% active | AID 538;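 active = inhibition above 20% in each of the two 10-compound mixture wells holding the compound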;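 also: 0% = enzyme wells lacking compound mixture and 100% = no-enzyme blank wells; some compounds called inactive have numbers as strong as hits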
FXIa inh mix: inhibitors of human coagulation factor XIa, pooled mixtures; inhibition, % at 5 µM; 62,000 tested, 0.19% active; P03951; purified FXIa, fluorogenic substrate; in the data active = inhibition above about 20%, passing the limit was not always enough;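 also: each value is inhibition by a whole ten-compound pool holding the compound; 0% = enzyme with no mixture and 100% = wells lacking enzyme; strong numbers were not always called active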
CatS inh: inhibitors of human cathepsin S | P25774 | recombinant cathepsin S, AMC dipeptide fluorescence, pooled mixtures | inhibition, %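 (tested at 5 µM per compound within 10-compound mixtures)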 | 62,000 tested, 0.06% active | AID 501; in the data active = inhibition above about 32%, passing the limit was not always enough;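 also: 0% = enzyme without compound and 100% = blank without enzyme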
Target sequence (P25774 115-331 limits assumed): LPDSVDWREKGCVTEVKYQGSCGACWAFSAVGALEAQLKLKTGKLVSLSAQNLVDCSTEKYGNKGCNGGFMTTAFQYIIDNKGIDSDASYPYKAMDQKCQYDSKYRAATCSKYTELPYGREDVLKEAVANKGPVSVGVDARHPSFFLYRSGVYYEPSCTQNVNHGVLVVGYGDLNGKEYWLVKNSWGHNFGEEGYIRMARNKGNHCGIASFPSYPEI
E coli RNAP: Escherichia coli RNA polymerase inhibition | P0A8V2 | E. coli RNA polymerase, fluorescence transcription assay | inhibition, %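 (tested at 10 µM)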 | 62,000 tested, 0.2% active | AID 559; in the data active = inhibition above about 20%;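 also: 0% = enzyme without compound and 100% = no enzyme blank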
CatB mix inh: human cathepsin B inhibition by mixtures. P07858. Purified cathepsin B, AMC dipeptide fluorescence, compound mixtures. inhibition, %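 (ten-compound pools at 5 µM per compound and 50 µM total)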. 62,000 tested, 0.06% active; in the data active = inhibition above about 22%, passing the limit was not always enough;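 also: 0% = enzyme without compound and 100% = no enzyme blank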
CatB inh: inhibitors of human cathepsin B; P07858; purified cathepsin B, fluorogenic substrate, fluorescence; inhibition, %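 (tested at 10 µM)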; 63,000 tested, 0.1% active; in the data active = inhibition above about 21%;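 also: 0% = enzyme with no compound and 100% = no enzyme blank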
Cathepsin G inh: inhibitors of human cathepsin G; purified enzyme, AMC-tetrapeptide fluorescence, pooled mixtures; inhibition, % at 5 µM (by protocol); 62,000 tested, 0.2% active;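 active = inhibition above 20% in each of the two mixture wells holding the compound; inactive = inhibition of 20% or less in either well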;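 also: 0% = enzyme control without mixture and 100% = blank lacking enzyme; strong numbers were not always called active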
Target sequence (P08311 21-244 limits assumed): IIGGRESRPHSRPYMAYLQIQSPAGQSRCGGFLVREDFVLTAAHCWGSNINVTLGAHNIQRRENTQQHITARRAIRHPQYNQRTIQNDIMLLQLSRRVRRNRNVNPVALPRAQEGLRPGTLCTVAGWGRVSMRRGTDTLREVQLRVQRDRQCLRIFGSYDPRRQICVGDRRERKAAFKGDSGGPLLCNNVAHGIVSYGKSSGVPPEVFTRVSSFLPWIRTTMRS
* marks the source's active call; other numbers are inactive results; nt = no result given. A portion of the library; count on the stated rates, not on these rows.

SMILES	CatL block	AP ELISA ortho	C1s inh	FXIa inh mix	CatS inh	E coli RNAP	CatB mix inh	CatB inh	Cathepsin G inh
COC(=O)C1C(C(C)C)N(c2ccccc2)OC1(C)O (centres undefined)	6.5	24.9	-50.9	-4.6	-16.2	5.3	-2.7	-0.6	0.4
COCCn1c(COc2cccc(OC)c2)nnc1SCC(=O)N1CCOCC1	-3.4	13.6	16.5	4.3	2.4	1.3	4.5	-0.1	13.2
COC(=O)C(O)(NC(=O)NC(C)=O)C(F)(F)F (centres undefined)	1.1	2.9	0.9	5.0	5.7	6.8	5.4	6.5	-5.7
O=C(CCN1C(=O)C2C3C=CC(C3)C2C1=O)N1CCN(c2ccccc2F)CC1 (centres undefined)	-11.2	11.3	-36.8	7.9	-15.5	-2.6	0.3	-5.9	-5.8
O=C(COC(=O)c1ccccc1F)c1ccc(-n2nncc2-c2ccco2)cc1	-7.5	-5.2	1.1	-3.7	8.2	8.6	-2.4	1.2	9.1
COc1ccccc1N1CCN(C(=O)C2c3ccccc3Oc3ccccc32)CC1	-2.4	12.1	-25.4	3.2	0.3	2.5	1.3	-2.0	3.9
O=C(NCc1ccco1)C1CCN(c2ccc(N3CCOCC3)nn2)CC1	-6.1	-13.7	-54.1	-11.7	4.6	-2.1	0.3	0.6	-23.7
Cc1nn(-c2ccccc2)cc1/C=N/O	15.2	11.3	6.3	-0.2	5.2	3.7	2.6	2.4	8.8
COc1ccc(OC)c(-c2cc(C(=O)NCCCn3ccnc3)no2)c1	15.5	0.8	10.9	10.8	9.1	11.8	4.5	3.4	15.4
CCNC(=O)NC(=O)COC(=O)CNC(=O)COc1ccccc1	11.1	11.6	-4.2	8.9	8.0	-2.8	-1.0	-0.9	-2.4
COc1ccc(CSc2nc(N3CCOCC3)c3c(c2C#N)CC(C)(C)OC3)cc1	6.1	-13.5	-21.8	-0.2	5.0	9.6	1.9	3.5	6.0
Cn1c(=O)oc2cc(S(=O)(=O)NCCC(=O)NCCc3ccccc3)ccc21	nt	22.9	0.7	6.3	-8.6	5.5	6.7	1.2	11.5
COc1ccc2c(Cl)c(C(=O)NCCCn3ccnc3)sc2c1	-2.8	21.2	5.9	9.8	-0.2	-1.5	-1.3	-0.7	4.2
Cn1c(C(=O)OCC(=O)NCc2ccco2)cc2sccc21	-5.1	1.2	-0.9	-2.8	19.6	9.9	4.9	0.3	5.7
Cc1ccc(CNC(=O)c2ccc(Cn3nc(C)c(Cl)c3C)o2)cc1	6.2	-3.0	14.1	4.7	5.6	2.4	-1.6	4.9	7.0
CC(C)CC(=O)N(c1ccc(F)cc1)C1C=CS(=O)(=O)C1 (centres undefined)	12.8	-2.0	-1.5	-9.1	1.7	8.6	-3.5	-2.1	1.8
Cc1ccc(Cc2c(C)nc3nc(SCC(=O)NCc4ccco4)nn3c2C)cc1	-7.5	7.8	0.1	12.8	2.9	-0.9	1.4	5.6	2.4
CCC1SC(=NC(=O)c2ccc(Cl)c(Cl)c2)NC1=O (centres undefined)	16.5	2.7	-81.6	-8.5	-3.1	-3.5	-10.1	-3.6	-10.0
CC(=O)N(CN1C(=O)C2CC=CCC2C1=O)c1cccc(Cl)c1 (centres undefined)	8.8	3.6	-2.1	5.2	12.1	-0.6	-2.5	-3.6	3.5
N#CCC(=O)Nc1ncn(Cc2ccccc2Cl)n1	18.3	-7.0	-15.7	0.9	5.5	-8.0	1.6	-2.2	-3.6
Cc1[nH]nc(N=Cc2c(O)n(C)c(=O)n(C)c2=O)c1-c1ccccc1	-5.2	-13.3	-27.4	0.9	6.7	-0.6	-2.1	2.8	-4.5
CCC1S/C(=C(\C#N)C(=O)NCc2ccco2)N(c2ccc(Br)cc2)C1=O (centres undefined)	6.6	-7.7	4.3	1.4	15.1	9.7	4.7	3.1	-1.3
Cc1cc(NC(=O)COC(=O)CCC(=O)c2ccc(F)cc2)no1	-4.2	16.9	14.9	6.1	-2.3	nt	1.9	0.3	14.2
CCOc1ccc(NC(=O)CN(c2ccc(OC)cc2)S(C)(=O)=O)cc1	2.3	4.7	-18.5	4.7	-2.6	1.9	1.9	-5.6	-2.5
CC(=O)COc1ccc2c3c(c(=O)oc2c1)CCCC3	-7.0	-27.7	-17.4	-5.8	21.7	-18.9	2.0	7.5	-12.8
COc1ccccc1N1CCN(c2ncnc3nc[nH]c23)CC1	-3.8	17.3	-3.2	5.0	0.3	2.9	3.7	-5.9	-0.4
CCS(=O)(=O)N1CCN(C(C)CCc2ccccc2)CC1 (centres undefined)	nt	10.6	11.1	8.6	-5.3	2.5	1.1	8.6	2.6
O=C(CSc1nc2c(c(=O)n1-c1ccc(Br)cc1)SCC2)NCC1CCCO1 (centres undefined)	6.7	2.9	-15.3	6.5	21.7	10.1	8.0	8.8	-3.1
C=CCN(C)CCCNC(=O)/C=N/O	9.8	-0.2	-73.4	2.5	-9.8	-12.0	-2.7	3.8	-10.1
COc1cc(C(c2sc3nc(C)nn3c2O)N2CCN(c3ccccc3)CC2)cc(OC)c1OC (centres undefined)	11.3	11.3	12.5	7.6	-10.4	4.7	-0.9	3.0	7.1
O=C1c2ccccc2C(Nc2ccc(Cl)cn2)N1c1cccnc1 (centres undefined)	nt	18.1	4.0	6.7	0.5	4.9	2.7	1.7	7.2
CN1CCN(c2ccccc2NC(=O)c2ccc(-c3ccccc3)cc2)CC1	-0.3	12.5	3.9	1.8	-2.2	-0.1	-4.9	2.4	7.7
Cc1ccc(S(=O)(=O)N(C)c2ccc(OCC(=O)OCc3c(C)noc3C)cc2)cc1	0.6	14.1	-5.7	2.4	-7.9	4.9	5.5	2.7	-2.4
COCCNS(=O)(=O)c1ccc(OCC(=O)OC)c(Cl)c1	5.4	4.7	4.0	14.9	15.8	10.6	6.7	-0.8	0.7
O=c1cc(CSc2ccccn2)nc(N2CCN(c3ccccc3)CC2)[nH]1	-6.8	3.1	15.6	6.9	3.0	4.0	0.0	9.8	6.3
c1ccc(Cn2nnc3cnccc32)cc1	7.4	-14.5	-1.4	1.5	0.5	-4.9	-5.4	4.6	-6.3
COc1ccc(NC(=O)CNS(=O)(=O)c2cccc3nonc23)c(OC)c1	13.3	7.6	2.9	4.2	13.5	10.2	5.3	2.5	2.4
Cc1sc(NC(=O)CSc2nnc(C)c(=O)[nH]2)c(C#N)c1C	4.9	-3.0	11.4	3.0	-6.8	4.3	-0.8	2.4	7.8
Cc1cc(NC(=O)CSc2ccc3nnc(-c4ccccc4)n3n2)no1	16.6	5.0	-9.8	1.6	6.4	9.0	4.7	1.2	12.6
CCOc1cc2[nH]c(=O)n(CCC(=O)NCCc3ccccc3)c(=O)c2cc1OCC	12.1	11.6	5.1	7.5	13.9	9.0	4.8	6.2	10.9
COc1ccccc1-n1nc(C(=O)O)c2ccccc2c1=O	5.2	9.7	9.0	5.0	1.1	7.3	2.5	2.0	11.1
Nn1c(SCC(=O)Nc2ccc(F)cc2F)nnc1C1CCCCC1	5.7	0.7	13.2	6.6	-2.6	4.6	2.4	4.2	8.1
COc1cc(C(Nc2ccccn2)c2ccc3ccc(C)nc3c2O)cc(OC)c1O (centres undefined)	2.8	4.5	12.0	7.6	-3.9	0.3	1.5	3.6	10.4
COc1cc(C2N(c3ccccc3)CCN2c2ccccc2)cc(OC)c1OC	nt	20.9	21.5	4.0	-2.1	nt	5.3	nt	10.1
O=C1c2cccc3cccc(c23)C(=O)N1c1nncs1	-5.9	13.7	-14.7	12.0	-2.3	8.2	2.9	2.3	6.8
O=C(NCc1ccc2c(c1)OCO2)C1CCN(S(=O)(=O)c2cccs2)CC1	0.2	20.9	4.5	5.1	-6.5	-2.9	3.9	-3.2	-3.5
O=C(CCn1cccc1)Nc1cccc(F)c1	-3.8	-0.1	-4.1	4.1	-3.3	16.8	1.2	0.0	-0.7
CC1=CC(C)(C)N2C(=O)C3(C(C#N)=C(N)OC4=C3C(=O)CC(C)(C)C4)c3cccc1c32 (centres undefined)	-3.4	-8.4	-0.5	7.9	6.0	-1.0	-3.1	-2.5	3.3
CC(=NCCN1CCNCC1)C1=C(O)CC(C)(C)CC1=O	-11.8	9.2	12.9	5.7	-3.0	4.2	0.8	-0.9	7.9
COc1ccc(C(C)NC(=O)C2C(=O)NC3(C)CC2c2ccccc2O3)cc1 (centres undefined)	-1.9	7.9	-11.5	4.2	-3.2	5.3	2.3	-1.1	-2.0

More results:
SMILES	CatL block	AP ELISA ortho	C1s inh	FXIa inh mix	CatS inh	E coli RNAP	CatB mix inh	CatB inh	Cathepsin G inh
O=C(OCc1ccccc1)Oc1cncc(C(=O)O)c1	nt	11.0	36.5	12.0	2.6	2.3	1.7	1.0	8.3
O=C(Cn1nc(-c2ccccc2)c2ccccc2c1=O)Nc1ccc2c(c1)nc1n2CCOC1	-9.1	20.5	-31.5	5.3	-9.4	2.5	2.5	-3.0	-5.9
CC(C)(C)c1ccc(NC(=O)CC2(C(F)(F)F)OCCO2)cc1	1.2	11.9	-3.6	-3.0	0.0	-2.0	3.2	-1.0	6.5
Cc1cccc(Cn2c(N3CCN(c4ccccc4)CC3)nc3c2c(=O)n(C)c(=O)n3C)c1	12.6	-16.4	3.4	-1.8	4.7	2.5	-0.7	2.0	8.7
O=C(Nc1ccc2c(c1)OCCO2)C1CCCN1S(=O)(=O)c1cccc2cccnc12 (centres undefined)	-15.9	20.2	-51.3	-9.7	-13.4	3.5	-12.0	1.4	-2.3
CC(C)C(=O)Nc1ccc2c(c1)nc1n2CCSC1	-1.9	9.1	8.6	6.5	1.6	10.1	6.4	6.5	12.6
Cc1cc2c(N3CCCCC3C)ncnc2s1 (centres undefined)	2.1	4.2	-20.0	2.3	-3.1	-3.4	-0.3	4.1	-3.9
O=P1(c2ccccc2)C=Cn2c1cc1c2CCCC1 (centres undefined)	4.8	-4.7	3.2	6.3	-3.3	3.6	-1.3	2.4	-3.0
COc1cccc(CN(C(=O)c2ccco2)C(C(=O)NC2CCCC2)c2cccnc2)c1 (centres undefined)	nt	-5.6	11.4	5.6	8.4	11.5	3.4	11.4	13.1
CCOC(=O)c1ccc(NC(=O)CCNc2c(N3CCCC3)c(=O)c2=O)cc1	-6.2	20.5	0.4	1.0	-3.2	3.0	-8.0	3.4	6.7
CCOC(=O)c1cc(C(=O)c2cc(F)ccc2O)coc1=N	nt	-1.7	-4.0	-3.2	4.7	4.5	-6.6	2.7	6.0
CSc1ccccc1NC(=O)c1cc(-c2cccs2)on1	8.2	10.2	29.2	9.0	-1.3	2.6	1.9	1.5	13.3
CCOC(=O)c1ccc2c(c1)C1C=CCC1C(C(=O)O)N2 (centres undefined)	7.6	15.6	0.9	0.2	-0.1	5.0	4.3	1.8	7.7
CC(C)(C)NC(=O)Cn1nnc(-c2ccccc2Cl)n1	6.6	6.9	-0.9	9.5	-2.9	6.1	1.7	-5.9	33.1
COc1ccc(Nc2nc(C)cc(C)c2C#N)cc1OC	-7.9	24.9	2.9	7.3	3.6	5.8	6.9	-4.1	3.4

Entries of single compounds from above.
Results for CCOC(=O)c1cc(C(=O)c2cc(F)ccc2O)coc1=N = CatL block: nt; AP ELISA ortho: -1.7; C1s inh: -4.0; FXIa inh mix: -3.2; CatS inh: 4.7; E coli RNAP: 4.5; CatB mix inh: -6.6; CatB inh: 2.7; Cathepsin G inh: 6.0
Results for CC(C)(C)NC(=O)Cn1nnc(-c2ccccc2Cl)n1 = CatL block: 6.6; AP ELISA ortho: 6.9; C1s inh: -0.9; FXIa inh mix: 9.5; CatS inh: -2.9; E coli RNAP: 6.1; CatB mix inh: 1.7; CatB inh: -5.9; Cathepsin G inh: 33.1
